L3MBTL1 inh: inhibitors of human L3MBTL1 | AlphaScreen L3MBTL1–H3K9me1 peptide binding | Potency, µM (doses to about 57.1 µM), inactives show at the top dose activity, negative = inhibition, most hits filed as inhibitors | 230,000 tested, 0.66% active; also: nearly all actives have a fitted effect of over 60% in size
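L3MBTL1 50 nM + b-AHA-H3(1-15)K9me1 75 nM, 30 min RT; compound added, 30 min RT; streptavidin donor/Ni-chelate acceptor beads 10 ug/mL each final, 30 min RT dark; AlphaScreen read.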
GAA inh: inhibitors of human lysosomal alpha-glucosidase; P10253; purified human GAA, 4-MU-alpha-glucoside fluorescence; Potency, µM (top dose mostly 76.9 µM), for the others: top-dose activity change, negative = inhibition, hits mostly inhibitors; 200,000 tested, 0.005% active; AID 1466;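 also: plate controls were uninhibited enzyme wells for no effect and no-enzyme background for full effect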
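Compounds are titrated up to 77 uM against 4 nM human enzyme. Substrate 4-methylumbelliferyl-alpha-D-pyranoside (400 uM) reacts 20 min at room temperature in pH 5.0 buffer; liberated 4-methylumbelliferone is read at 440 nm.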
GAA glycogen mod: GAA glycogen-cleavage inhibition or activation; P10253; recombinant GAA, glycogen substrate, Amplex Red glucose oxidase fluorescence; Potency, µM (series often up to 76.4 µM), without a hit: top-dose activity change, negative = inhibition, most hits filed as inhibitors; 300,000 tested, 0.38% active;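 also: 0% = full enzyme reaction and -100% = no-enzyme basal signal; the screen sought inhibitors and activators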
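qHTS, 1536-well; enzyme 4 nM final; cpd up to 77 uM; substrate bovine liver glycogen 30 ug; 50 mM citrate/phosphate pH 5.0, 0.01% Tween-20; 37 C, 40 min; Amplex Red detection 45 min RT; Hill fit → AC50.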
TRb-SRC2 inh: inhibitors of human thyroid hormone receptor beta-SRC2 interaction. P10828. TRbeta-SRC2 peptide binding, fluorescence polarization; receptor liganded with 1 µM T3. Potency, µM (series often up to 106 µM), for the others: top-dose activity change, negative = inhibition, most hits filed as inhibitors. 280,000 tested, 0.065% active. AID 1469;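 also: plate controls were bound peptide for no effect and peptide without receptor for full effect; nearly all actives have a fitted effect of over 50% in size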
Target sequence (P10828 whole entry, looked up): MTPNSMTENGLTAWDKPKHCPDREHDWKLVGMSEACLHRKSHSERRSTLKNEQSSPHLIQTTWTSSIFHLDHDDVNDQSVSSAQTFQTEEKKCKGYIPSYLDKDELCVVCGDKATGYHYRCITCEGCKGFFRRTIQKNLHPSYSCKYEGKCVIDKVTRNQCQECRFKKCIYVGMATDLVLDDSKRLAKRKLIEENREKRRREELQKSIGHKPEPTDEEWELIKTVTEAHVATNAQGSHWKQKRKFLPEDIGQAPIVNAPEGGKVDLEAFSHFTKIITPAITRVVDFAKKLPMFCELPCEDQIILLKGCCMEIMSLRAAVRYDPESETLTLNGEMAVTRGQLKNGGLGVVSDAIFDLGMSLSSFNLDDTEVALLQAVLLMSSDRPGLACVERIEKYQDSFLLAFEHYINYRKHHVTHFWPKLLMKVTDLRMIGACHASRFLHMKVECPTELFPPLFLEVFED
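Fluorescence polarization of 20 nM Texas Red SRC2 peptide with 0.6 uM human TRb ligand-binding domain, in Tris buffer with 1uM T3 and 5% DMSO. Incubated 5 hr ambient; normalized to unbound and bound controls.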
GAA spleen mod: inhibitors or activators of human alpha-glucosidase in spleen homogenate; Potency, µM (doses to about 79.9 µM), inactives show at the highest dose activity change, negative = inhibition, most hits filed as inhibitors; P10253; human spleen homogenate, 4-MU-alpha-glucoside fluorescence; AID 2112; 240,000 tested, 0.006% active;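 also: 0% = enzyme with vehicle and -100% = no enzyme basal signal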
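AC50 values come from Hill-equation fits of concentration-response data, normalized to no-enzyme and full-activity controls. Enzyme source: 1 ug human spleen homogenate; 1 mM fluorogenic 4-MU glucoside, pH 5.0 citrate buffer, 37 C, 40 min.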
RECQ1 inh: inhibitors of human RECQ1 DNA helicase; P46063; RECQ1 DNA unwinding, red fluorescence kinetic read; Potency, µM (highest dose often 57.3 µM), inactives show at the highest dose activity, negative = inhibition, usual class: inhibitors; 240,000 tested, 0.54% active;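 also: plate controls were vehicle for no effect and no enzyme for full effect; nearly all actives have a fitted effect of over 30% in size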
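RECQ1T1 50 nM; forked duplex (20 bp + 30-nt ss tails) 200 nM, ATP 2 mM final; pH 8.0, 2 mM MgCl2, 2.5 ug/ml poly(dI-dC); 15 min compound preincubation; discontinuous kinetic read over 2 h at RT.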
TR SRC2 fluor cs: alters Texas Red total fluorescence, flagging assay interference. 280,000 tested, 0.29% active. Potency, µM (titrated, usually from 106 µM), for the others: top-dose fluorescence change, negative = quenching. TRb/SRC2 Texas Red total fluorescence interference; active = well fitted curve in either direction with a large enough effect; inconclusive = small, poorly fitted or top-dose-only effect
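Human TRβ ligand-binding domain (0.6 uM) and Texas Red SRC2 peptide (20 nM) in Tris buffer with 1 uM T3 and 5% DMSO were incubated with pinned compound for 5 hr at ambient temperature. Total fluorescence was computed as S + 2P (555/632 nm).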
GoLoco inh red: blocks human Gai1 binding to RGS12 GoLoco peptide, red readout; AID 880; Gai1:RGS12 GoLoco peptide FP, rhodamine, 10 min; Potency, µM (highest dose often 61.6 µM), without a hit: at the top dose activity, negative = inhibition, hits mostly inhibitors; 230,000 tested, 0.44% active; P63096; active = well fitted inhibition curve with a large enough effect, not every such curve was filed as active; inactive = no such curve, though single readings can be large or run the other way; also: nearly all actives have a fitted effect of over 30% in size; many of its hits are not listed in these tables
Target sequence (P63096 whole entry, looked up): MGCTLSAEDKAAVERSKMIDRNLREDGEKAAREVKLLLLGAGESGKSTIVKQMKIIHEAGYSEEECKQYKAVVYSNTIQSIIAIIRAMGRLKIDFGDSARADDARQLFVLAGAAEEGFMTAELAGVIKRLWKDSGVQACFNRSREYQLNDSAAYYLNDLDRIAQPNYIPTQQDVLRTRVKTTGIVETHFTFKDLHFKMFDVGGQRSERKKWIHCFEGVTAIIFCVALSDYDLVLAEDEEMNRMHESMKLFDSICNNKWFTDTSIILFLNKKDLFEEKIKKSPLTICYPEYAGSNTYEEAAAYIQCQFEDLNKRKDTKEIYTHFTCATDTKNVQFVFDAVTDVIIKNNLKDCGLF
* = called active by the depositor; i = inactive; u = inconclusive; x = no result given; & = joins results of further samples; [ ] = another dose, or the depositor's remark. Unless noted, calls follow the shape of the dose curve; as a rule, active = well fitted curve in the direction sought with a large enough effect; inconclusive = small, poorly fitted or top-dose-only effect, or another doubt; inactive = no such curve, though single readings can be large; an effect the other way counts as inactive or inconclusive. Unless noted, % is scaled to controls: 0 for no effect and ±100 for the full control effect; potency is read from the fitted curve at half-maximal effect. Only part of the results is shown, so the mix of outcomes need not match the whole.

no. | SMILES | TRb-SRC2 inh | GAA spleen mod | GAA glycogen mod | GoLoco inh red | GAA inh | TR SRC2 fluor cs | L3MBTL1 inh | RECQ1 inh
1 | O=C(CSc1nccn1Cc1ccccc1)Nc1nccs1 | -10% | -9% | 0% | 2% | -3% | -2% | x | 7%
2 | CCCc1nc(SCC(=O)N2CCC(C)CC2)c2c(=O)n(C)c(=O)n(C)c2n1 | 1% | -1% | 4% | -6% | x | 0% | x | i
3 | COc1ccc(C(=O)Cc2ccc3c(c2)OCO3)c(O)c1 | 5% | 10% | -11% | 3% | -2% | -1% | u | 18%
4 | COc1cccc(-n2ccnc2SCC(=O)Nc2ccccc2F)c1 | -5% | 0% | 7% | -19% | -6% | 0% | x | -6%
5 | COc1cc(C(CCN2CCCCC2)c2c(OC)cc(OC)c3c2OC(=O)CC3c2ccc(N(C)C)cc2)cc(OC)c1OC (stereo not drawn) | 5% | 1% | x | x | x | -4% | x | i
6 | COCCn1nnnc1C(C(C)C)N1CCSCC1 (stereo not drawn) | 5% | 8% | 6% | -7% | 10% | 1% | -19% | 2%
7 | CCC(c1nnc(SCC(=O)Nc2cccnc2Cl)n1-c1ccccc1)N(C)C (stereo not drawn) | 6% | 0% | -4% | 3% | 5% | -4% | -4% | i
8 | c1ccc2c(-n3ccnc3)nc(-c3ccoc3)nc2c1 | -1% | -7% | x | 0% | x | -4% | x | -15%
9 | COc1ccc(N/C=C2\CCc3ccccc3C2=O)cc1 | 2% | -10% | -27% | -1% | 4% | -2% | 12% | -1%
10 | CCOc1ccccc1-n1c(CN2CCN(C(=O)c3ccco3)CC2)nc2ccccc2c1=O | 7% | -6% | -4% | -7% | -4% | 1% | -13%[11.4 µM] | -1%
11 | CN(C)S(=O)(=O)c1ccc(C(=O)NCCN2C(=O)S/C(=C\c3cccnc3)C2=O)cc1 | -7% | 12% | 0% | 43%[activator] | 6% | -2% | u | i
12 | CC1=NN(/C(=N\c2nnc(C)s2)Nc2ccc(C)cc2)[C@H](c2ccc(C)cc2)S1 | 0% | 0% | -9% | 3% | -4% | 4% | -3% | -8%
13 | Cc1ccc2cc(C)c(Sc3nnnn3-c3ccccc3)nc2c1 | -11% | -4% | 6% | 6% | 8% | 2% | 5% | 0%
14 | Cc1ccc(NC(=O)Nc2cnc3ccccc3c2)cc1 | 1% | 4% | -8% | 11% | 1% | -1% | -1% | -5%
15 | COC(=O)C1(S(=O)(=O)c2cc(Br)cc3c2N(C(C)=O)CC3)CC1 | -13% | 0% | 1% | 0% | -4% | -3% | -2% | -6%
16 | CCN(CC)c1ccc(S(=O)(=O)N2CCOCC2)cc1NC(=O)CSc1cccc[n+]1[O-] | 2% | -2% | -6% | -14% | u | -2% | 4% | i
17 | CCCCc1ccc(-c2nc(N)n[nH]2)cc1 | 2% | -8% | -2% | 9% | -2% | -1% | 2% | 12%
18 | Cc1c(C(=O)NN2CCOCC2)oc2ccccc12 | 3% | 2% | 14% | -5% | 2% | -1% | u | i
19 | O=C(CSc1nnnn1C1CCCC1)c1ccc2c(c1)OCCO2 | -12% | -7% | -7% | -3% | -3% | 1% | 2% | u
20 | Cc1cccc(NS(=O)(=O)c2cc(C(=O)N3CCN(C)CC3)ccc2C)c1 | -2% | 0% | 9% | 14% | -4% | 0% | x | -6%

Copied from above, two compounds:
no. | SMILES | TRb-SRC2 inh | GAA spleen mod | GAA glycogen mod | GoLoco inh red | GAA inh | TR SRC2 fluor cs | L3MBTL1 inh | RECQ1 inh
11 | CN(C)S(=O)(=O)c1ccc(C(=O)NCCN2C(=O)S/C(=C\c3cccnc3)C2=O)cc1 | -7% | 12% | 0% | 43%[activator] | 6% | -2% | u | i
12 | CC1=NN(/C(=N\c2nnc(C)s2)Nc2ccc(C)cc2)[C@H](c2ccc(C)cc2)S1 | 0% | 0% | -9% | 3% | -4% | 4% | -3% | -8%

Following part:
no. | SMILES | TRb-SRC2 inh | GAA spleen mod | GAA glycogen mod | GoLoco inh red | GAA inh | TR SRC2 fluor cs | L3MBTL1 inh | RECQ1 inh
21 | Cc1noc(C)c1-c1nnc(-c2ccc(OC(F)(F)F)cc2)o1 | 0% | -7% | -5% | 6% | 5% | -2% | 3% | -16%
22 | O=C(OCC(=O)N1c2ccccc2Sc2ccccc21)c1ccc[n+]([O-])c1 | 0% | -2% | -6% | 6% | 4% | -2% | -1% | i
23 | O=C(NC1CSCC1OC(=O)c1ccccc1)c1ccccc1 (stereo not drawn) | 6% | -3% | 1% | 2% | x | -1% | x | i
24 | CCc1ccc(N2C(=O)CN(Cc3ccc(OC)c(OC)c3)C2=S)cc1 | 2% | -6% | 11% | 6% | 2% | -1% | -2% | -4%
25 | CSCCC(NS(=O)(=O)c1cccs1)C(=O)NCc1cccs1 (stereo not drawn) | -13% | -3% | 5% | -7% | -3% | -3% | 11% | i
26 | COC(=O)c1ccccc1NC(=O)N[C@@H](C)C(=O)OC | -26% | 1% | 4% | -10% | 0% | 1% | x | i
27 | CCCc1c(C(=O)OCC)[nH]c2c1C(=O)CCC2 | -11% | -1% | 0% | -10% | -14% | 3% | x | -16%
28 | S=C(NCC1CCCO1)N1CCN(Cc2ccccc2)CC1 (stereo not drawn) | 5% | -6% | 1% | -3% | 4% | -1% | -5% | i
29 | CC(C)(C)CC(=O)OCC(=O)Nc1cc(C(C)(C)C)nn1-c1ccccc1 | -3% | -9% | -10% | -15% | -4% | -4% | x | 4%
30 | COCCNC(=O)CSc1nnc(-c2ccccc2)c(-c2ccccc2)n1 | -16% | -1% | 4% | 8% | -2% | -3% | -20% | -2%
31 | CCOCCOCCC(C(=O)OCC)P(=O)(c1ccccc1)c1ccccc1 (stereo not drawn) | -15% | 5% | 8% | 5% | -13% | 0% | x | -9%
32 | Cc1ccc(C)c(NC(=O)c2cc(-c3ccccc3)nn2-c2ccccc2)c1 | 3% | -3% | -9% | 0% | -8% | 6% | 9% | -5%
33 | CCN1C(=O)C(CC(=O)Nc2ccc(OC)cc2)N(CCc2ccc(OC)cc2)C1=S (stereo not drawn) | 0% | -5% | 5% | -14% | -17% | -7% | 19% | -13%
34 | CN(C)C1CCN(CCCOc2ccc(-c3ccc(C#N)cc3)cc2)C1 (stereo not drawn) | -2%&-7% | -2%&-6% | x | x | x | -9%&-3% | x | 2%&6%
35 | CCCC(=O)NC(Nc1ccc(S(=O)(=O)Nc2ncccn2)cc1)(C(=O)OCC)C(F)(F)F (stereo not drawn) | -11% | -5% | 9% | 5% | 2% | -2% | 0% | i
36 | CCc1nc(N2CCCCC2C)c2oc3ccccc3c2n1 (stereo not drawn) | -6% | 1% | -3% | 6% | 0% | 0% | x | -4%
37 | FC(F)(F)C(F)(F)c1nnc2ccc(-n3ccnc3)nn12 | -2% | 3% | 12% | 5% | -14% | -3% | x | -1%
38 | COc1ccc(C(=O)c2sc3nc(C)cc(-c4cccs4)c3c2N)cc1 | -5% | -2% | -4% | 22% | 2% | -7% | 78%[activator] | -11%
39 | CC1CCN(S(=O)(=O)c2ccc(NC(=O)CN3CCN(c4ccccc4)CC3)cc2)CC1 | -5% | 4% | 2% | 0% | 4% | -3% | 1% | 1%
40 | CC(NCc1ccccc1Cl)C(=O)Nc1ccc(C#N)cc1 (stereo not drawn) | -1% | 1% | -1% | -4% | 7% | 0% | 3% | i
41 | O=C(NC(c1ccc(Cl)cc1)c1c(O)ccc2ccccc12)c1ccccc1 (stereo not drawn) | -1% | 11% | -14% | 1% | -8% | -2% | -2% | -9%
42 | CCc1c(C)[nH]c2nc3ccccc3n2c1=O | -5% | 2% | 2% | 1% | 10% | -1% | x | -13%
43 | S=C(Nc1ccccc1)N1CCN(C(=S)c2ccccc2)CC1 | -3% | 1% | -7% | 7% | -2% | -8% | -11%[11.4 µM] | i
44 | COc1ccc(Br)cc1C(=O)Nc1nnn(C)n1 | -1% | 0% | 7% | 8% | -4% | -4% | x | i
45 | CC1Cc2ccccc2N1C(=O)C1CCN(S(=O)(=O)Cc2ccccc2)CC1 (stereo not drawn) | -5% | 3% | -1% | 8% | -5% | -3% | 1% | -5%
46 | CC(=O)OC1OCCOC1NC(=S)Nc1ccc(C)cc1 (stereo not drawn) | 0% | -3% | 7% | 3% | -3% | -2% | -2% | -9%
47 | CCc1nc(SCC(=O)NCCc2ccccc2)n[nH]1 | 0% | -10% | 1% | 0% | -1% | -3% | x | i
48 | CCOC(=O)CSc1nc2sc(C(=O)O)c(C)c2c(=O)[nH]1 | 2% | -5% | 7% | -9% | -1% | -7% | 3% | -11%
49 | Cc1c(C(=O)Nc2ccc(F)cc2)oc2ccc(S(=O)(=O)N3CC(C)CC(C)C3)cc12 (stereo not drawn) | -4% | -3% | -1% | 4% | -7% | -2% | x | i
50 | COc1ccc(OCCC(=O)Nc2nccs2)cc1 | 2% | -11% | -7% | 0% | 5% | -2% | 4% | i
51 | COc1cccc(-c2cc(C(=O)NCCN3CCOCC3)no2)c1 | 0% | -3% | 2% | 4% | 5% | 2% | 3% | -12%
52 | Cc1ccc(NC(=S)Nc2cccc3cnccc23)cc1 | 4% | 1% | -16% | -1% | 1% | 1% | x | 0%
53 | CCn1ncc2c1C(=O)NC1c3ccccc3C(=O)N21 (stereo not drawn) | 2% | -6% | 15% | x | -3% | 0% | 5% | -6%
54 | CC(=O)N(C(C)=O)n1c(C)nc2sc3c(c2c1=O)CCCC3 | 2% | 6% | 3% | 0% | 5% | 3% | 6% | i
55 | CC(C)(C)SCCNC(=O)c1cccc([N+](=O)[O-])c1 | -3% | 2% | -8% | 0% | 10% | 0% | u | i
56 | CC1=C(C(=O)OCC2CCCO2)C(c2coc3ccc(Cl)cc3c2=O)C2=C(CCCC2=O)N1 (stereo not drawn) | -5% | -1% | 2% | 4% | 6% | 0% | x | -3%
57 | COc1ccc(N)c2c1C(=O)c1ccccc1C2=O | 32µM* | -4% | -4% | 48%[activator] | 0% | 50µM*[fluorescent] | -26% | -23%
58 | Cc1c(NC(=O)c2cc(=O)[nH]c3ccccc23)c(=O)n(-c2ccccc2)n1C | -3% | -7% | 2% | 11% | 1% | -1% | x | -5%

Bioassay records as filed in PubChem.
